PhoP GFP inhibition – PhoP regulon inhibitors, Salmonella typhi PhoP promoter GFP reporter, confirmatory (AID 1850); 0.33% of 310,000 active; Salmonella Typhi PhoP-promoter GFP reporter, fluorescence, 4 h; higher % means a stronger effect; inhibition, % at 50 µM, or IC50 in µM where a hit was titrated; in the data active means a potency from the dose series; inconclusive means inhibition mostly from about 25% at the one dose, without a potency; inactive means the rest, 99 in 100 with inhibition below about 19%;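 further: 0% = induced wells with vehicle and 100% = uninduced wells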
H1N1 NS1A inhibition – NS1A inhibition, H1N1 influenza, cell based functional assay (AID 504329). NS1A functional cell-based assay, percent inhibition; higher % means a stronger effect. inhibition, % at 12.5 µM; hits with a dose series show IC50 in µM. 0.3% of 340,000 active; in the data active means a potency from the dose series; inconclusive means inhibition above about 27% without an active follow-up result; further: strong numbers were not always called active
M. tuberculosis HTS – M. tuberculosis growth inhibition, HTS (AID 449762) | inhibition, % at 25 µM, or IC50 in µM where a hit was titrated | M. tuberculosis H37Rv growth inhibition, 7H9 media; higher % means a stronger effect | 0.59% of 330,000 active; in the data active means a potency from the dose series; inconclusive means inhibition above about 70% without an active follow-up result;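 further: bacterial growth assessed after seven days of incubation; strong numbers were not always called active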
M. tuberculosis – growth inhibition of non-replicating M. tuberculosis (AID 488890). Mycobacterium tuberculosis non-replicating, growth inhibition; higher % means a stronger effect. inhibition, % at 25 µM, or IC50 in µM where a hit was titrated. 0.39% of 320,000 active; in the data active means a potency from the dose series; inconclusive means inhibition mostly from about 82% at the one dose, without a potency; inactive means the rest, 99 in 100 with inhibition below about 76%;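 further: plate controls were DMSO cells for no effect and high antibiotic wells for full effect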
inhibitors of VEEV – inhibitors of VEEV TC-83 cytopathic effect, confirmation, Vero cells (AID 588727) | inhibition, % at 20 µM; hits with a dose series show IC50 in µM | 0.13% of 350,000 active | Vero cells, VEEV TC-83 cytopathic effect inhibition; higher % means a stronger effect; in the data active means a potency from the dose series; inconclusive means inhibition mostly from about 14% at the one dose, without a potency; inactive means the rest, 99 in 100 with inhibition below about 12%; further: strong numbers were not always called active
inhibitors of VEEV 10K pilot screen – also measured in inhibitors of VEEV; calls as there; inhibition, %; measured here: 10K pilot screen inhibition
An asterisk follows results filed as active; i = inactive; ? = inconclusive; nt = not tested or not shown.

SMILES	PhoP GFP inhibition	H1N1 NS1A inhibition	M. tuberculosis HTS	M. tuberculosis	inhibitors of VEEV	others
CC(C)C(O)(c1ccccc1)C(CN1CCOCC1)c1ccccc1 (stereo not given)	3%	3%	-1%	20%	i
COc1ccc(C)cc1Nc1n[n+](-c2ccccc2)c(-c2c(OC)ccc3ccccc23)s1	2%	21%	?	?	i
CCOC(=O)c1[nH]c2c(c1C)C(=O)CC(c1ccc(N(C)C)cc1)C2 (stereo not given)	7%	15%	-6%	37%	1.6%
Cn1c(=O)c(C(=O)COC(=O)c2cc(C3CC3)nc3ccccc23)c(N)n(Cc2ccccc2)c1=O	-9%	nt	31%	41%	nt
COc1ccc(CC2(C)OC(c3ccc(C)cc3)=NN2C(C)=O)cc1 (stereo not given)	0%	4%	-2%	-10%	i
O=C(CC1Oc2ccccc2NC1=O)NC1CCCC1 (stereo not given)	-9%	-2%	3%	11%	0.7%
C=CCNC(=S)N/N=C/c1ccc(OCc2ccccc2)cc1	4%	-10%	-2%	58%	0.7%
O=C(CSc1ccccn1)N1CCN(c2ccc(Cl)cc2)CC1	-6%	1%	4%	80%	6.5%	inhibitors of VEEV 10K pilot screen=1.2
CSc1nc(-c2ccccc2)nn1C(=O)c1ccccc1	-3%	-6%	4%	-7%	i	inhibitors of VEEV 10K pilot screen=0.9
C/C=C\C=C\C(=O)N1CC2(CC(c3cccc(NC(=O)/C(C)=C\C)c3)=NO2)C[C@H]1C(N)=O (stereo not given in full)	-4%	4%	2%	7%	0.5%
O=C(NC(=O)N1CCN(c2ccccc2)CC1)c1ccc(Cl)cc1	1%	-22%	-17%	1%	i
Cc1c(C)c2c(C)[nH]nc2oc1=O	-24%	-4%	-2%	4%	1.4%
Cc1cc(C)c(S(=O)(=O)c2ccccc2C)c(OCC(C)(C)C)n1	16%	-1%	-2%	32%	i
CCn1c(CNC(=O)c2cc(OC)c(OC)c(OC)c2)cc2ccccc21	-5%	-4%	2%	12%	0.8%
O=C(NCC1CCCO1)c1cc(S(=O)(=O)N2CCCCC2)ccc1Cl (stereo not given)	nt	3%	5%	9%	i
Cc1ccc(C(C)C)c(OCC#CCN2CCCC2)c1	13%	-3%	2%	30%	i
CC(NC(=O)C1CCCN1S(=O)(=O)c1cccc2nsnc12)c1ccccc1 (stereo not given)	-5%	6%	2%	-9%	i
O=C(O/N=C(\c1ccccc1)c1ccncc1)c1ccccc1Cl	-7%	-5%	4%	?	1.0%
CCCCn1c(O)c(C(C)=NCCCn2ccnc2)c(=O)[nH]c1=O	1%	-2%	8%	2%	0.3%
C=CC[C@H](CC(=O)N(CCO)Cc1ccccc1)C(=O)N[C@H](C)COC(=O)[C@@H](CC=C)CC(=O)OC(C)(C)C	nt	-12%	6%	17%	0.5%
COc1ccc(Cl)cc1NCC(=O)Nc1ccc(OC)c(S(=O)(=O)N2CCCCC2)c1	nt	-5%	-2%	17%	2.4%
CC(=O)N1CCN(C(=O)CCNS(=O)(=O)c2ccccc2)CC1	nt	-5%	1%	17%	1.4%
O=c1[nH]cc(CN2CCOCC2)c(=O)[nH]1	nt	5%	nt	nt	0.4%
Nc1nnnn1/N=C/c1ccc(F)cc1	10%	-1%	-6%	-4%	1.3%
Cc1cccc(-c2nc3ccccc3c(=O)n2NC(=O)c2ccc([N+](=O)[O-])c(C)c2)c1	0%	2%	2%	34%	0.9%
COC(=O)c1ccc(NC(=O)CNC(=O)c2sc3ccccc3c2Cl)cc1	nt	-5%	3%	3%	0.1%
COc1ccc(C)c2sc(NC(=O)C3=COCCO3)nc12	-6%	2%	1%	-6%	?
CSc1ccccc1OCc1cc(C(=O)N2CCc3[nH]cnc3C2c2ccccn2)no1 (stereo not given)	-8%	24%	17%	?	5.3%
COc1cc(/C=C/C(=O)O)cc(S(=O)(=O)Nc2ccccc2Oc2ccccc2)c1OC	11%	-11%	3%	-2%	0.5%
Nc1nc(CSCCO)nc(Nc2ccccc2)n1	3%	-3%	3%	9%	1.2%
O=C(CCc1nc(-c2ccc(Cl)cc2)no1)OCc1ccc(Br)cc1	-10%	3%	?	?	0.4%
CCNC(=O)COc1ccc(C=O)cc1OC	-1%	-3%	1%	-10%	0.1%
CC(=O)NC(CC(=O)Nc1nc(C)cs1)c1ccccc1 (stereo not given)	0%	-11%	-7%	-8%	1.1%
CC(C)[C@H](NC(=O)c1ccco1)C(=O)OCC(=O)N1CCc2ccccc21	6%	19%	7%	7%	2.7%	inhibitors of VEEV 10K pilot screen=0.3
CCOC(=O)C1=C(N)Oc2cc(C)oc(=O)c2C12C(=O)N1c3c(cc(OC)cc32)C(C)=CC1(C)C (stereo not given)	7%	10%	7%	16%	i
Cc1cc(O)c(C(C)C)cc1N=Cc1ccc(N(C)C)cc1	nt	3%	nt	nt	4.0%

A stretch taken from the entries so far:
SMILES	PhoP GFP inhibition	H1N1 NS1A inhibition	M. tuberculosis HTS	M. tuberculosis	inhibitors of VEEV	others
Cc1c(C)c2c(C)[nH]nc2oc1=O	-24%	-4%	-2%	4%	1.4%
Cc1cc(C)c(S(=O)(=O)c2ccccc2C)c(OCC(C)(C)C)n1	16%	-1%	-2%	32%	i
CCn1c(CNC(=O)c2cc(OC)c(OC)c(OC)c2)cc2ccccc21	-5%	-4%	2%	12%	0.8%
O=C(NCC1CCCO1)c1cc(S(=O)(=O)N2CCCCC2)ccc1Cl (stereo not given)	nt	3%	5%	9%	i
Cc1ccc(C(C)C)c(OCC#CCN2CCCC2)c1	13%	-3%	2%	30%	i
CC(NC(=O)C1CCCN1S(=O)(=O)c1cccc2nsnc12)c1ccccc1 (stereo not given)	-5%	6%	2%	-9%	i
O=C(O/N=C(\c1ccccc1)c1ccncc1)c1ccccc1Cl	-7%	-5%	4%	?	1.0%
CCCCn1c(O)c(C(C)=NCCCn2ccnc2)c(=O)[nH]c1=O	1%	-2%	8%	2%	0.3%
C=CC[C@H](CC(=O)N(CCO)Cc1ccccc1)C(=O)N[C@H](C)COC(=O)[C@@H](CC=C)CC(=O)OC(C)(C)C	nt	-12%	6%	17%	0.5%
COc1ccc(Cl)cc1NCC(=O)Nc1ccc(OC)c(S(=O)(=O)N2CCCCC2)c1	nt	-5%	-2%	17%	2.4%
CC(=O)N1CCN(C(=O)CCNS(=O)(=O)c2ccccc2)CC1	nt	-5%	1%	17%	1.4%
O=c1[nH]cc(CN2CCOCC2)c(=O)[nH]1	nt	5%	nt	nt	0.4%
Nc1nnnn1/N=C/c1ccc(F)cc1	10%	-1%	-6%	-4%	1.3%
Cc1cccc(-c2nc3ccccc3c(=O)n2NC(=O)c2ccc([N+](=O)[O-])c(C)c2)c1	0%	2%	2%	34%	0.9%
COC(=O)c1ccc(NC(=O)CNC(=O)c2sc3ccccc3c2Cl)cc1	nt	-5%	3%	3%	0.1%
COc1ccc(C)c2sc(NC(=O)C3=COCCO3)nc12	-6%	2%	1%	-6%	?
CSc1ccccc1OCc1cc(C(=O)N2CCc3[nH]cnc3C2c2ccccn2)no1 (stereo not given)	-8%	24%	17%	?	5.3%
COc1cc(/C=C/C(=O)O)cc(S(=O)(=O)Nc2ccccc2Oc2ccccc2)c1OC	11%	-11%	3%	-2%	0.5%
Nc1nc(CSCCO)nc(Nc2ccccc2)n1	3%	-3%	3%	9%	1.2%
O=C(CCc1nc(-c2ccc(Cl)cc2)no1)OCc1ccc(Br)cc1	-10%	3%	?	?	0.4%
CCNC(=O)COc1ccc(C=O)cc1OC	-1%	-3%	1%	-10%	0.1%
CC(=O)NC(CC(=O)Nc1nc(C)cs1)c1ccccc1 (stereo not given)	0%	-11%	-7%	-8%	1.1%

The list goes on.
SMILES	PhoP GFP inhibition	H1N1 NS1A inhibition	M. tuberculosis HTS	M. tuberculosis	inhibitors of VEEV	others
CSc1nnc(-c2sccc2OCc2ccccc2)n1C	6%	-1%	0%	-1%	1.1%
CC1(c2nnc(-c3ccccc3)o2)CC(c2ccncc2)=NO1 (stereo not given)	6%	-4%	10%	64%	0.4%
CO/N=C\C(=N\Nc1ccc(OC)cc1)C(=O)c1ccccc1	6%	-20%	20%	12%	7.6%
CC(=O)c1c(C)oc2c1cc(O)c1ccccc12	-4%	2%	7%	3%	1.5%
O=C(NCCc1cccs1)C1CC1	-4%	-25%	-10%	21%	0.8%
COc1c(O)ccc(/C=C(\C#N)c2nc3ccccc3[nH]2)c1[N+](=O)[O-]	-4%	9%	2%	55%	11%
COc1ccc(CC(=O)N/N=C(\C)c2ccccn2)cc1	-4%	1%	15%	?	6.1%
CCN(C(=O)CN1C(=O)NC(CCSC)C1=O)C1CCS(=O)(=O)C1 (stereo not given)	nt	-1%	-1%	-6%	2.1%
Cc1cccc(C(=O)Nc2cc(OCc3cccc(F)c3)c(Cl)cc2Cl)c1	13%	1%	2%	-5%	i
COc1ccc(NC(=O)c2cc3c(s2)CCC3)cc1S(=O)(=O)N1CCOCC1	-5%	5%	3%	30%	8.1%
C[C@@]12CCC=C[C@H]1[C@H](c1ccc3ccccc3c1/C=C/c1ccccc1)N(Cc1ccccc1)C2=O	3%	3%	-8%	7%	2.2%
O=C(NC1CCCC1)C(c1ccncc1)N(Cc1ccco1)C(=O)c1ccc(-c2ccccc2)[nH]1 (stereo not given)	6%	10%	7%	27%	9.2%
O=C(Cc1cccs1)NCCc1ccc(Cl)cc1	-20%	-9%	0%	10%	3.1%
CCOC(=O)C1CCN(C(=O)Cc2c(C(=O)O)n(C)c3ccccc23)CC1	-4%	15%	-4%	nt	0.8%
O=C(CSc1nnc(Cn2nnc3ccccc32)o1)Nc1ccc(Cl)cc1	0%	20%	-9%	nt	1.2%
O=S(=O)(Nc1ccccn1)c1ccc(C2CCCCC2)cc1	-13%	4%	-4%	-13%	1.4%
Cn1nnnc1Sc1ncnc2scc(-c3ccc(-c4ccccc4)cc3)c12	nt	2%	51%	nt	9.0%
Cc1onc(-c2ccccc2)c1C(=O)OCC(=O)NCc1ccc(F)cc1	2%	-18%	1%	-9%	7.8%
COc1ccc2[nH]c(=O)c(CN(CC3CCCO3)C(=S)Nc3ccccc3)cc2c1 (stereo not given)	-13%	12%	8%	19%	9.1%
Cc1ccc(OCCCCN2CCc3ccccc3C2)c(C)c1	1%	-4%	2%	?	i
COc1ccc(C2=NN(C(N)=S)C(c3ccco3)C2)cc1 (stereo not given)	-8%	15%	-1%	43%	3.9%
CCC(=O)N/N=C(\C)CC(=O)Nc1cc(Cl)ccc1C	16%	-6%	-7%	-19%	i
COCCn1c(N)c(N(Cc2ccccc2)C(=O)CSCC(=O)Nc2ccc(C)cc2)c(=O)[nH]c1=O	-1%	1%	2%	0%	0.8%
CCC(=O)Nc1cccc(C2=NOC3(C2)C[C@@H](C(N)=O)N(C(=O)c2ccccc2C(=O)c2ccccc2)C3)c1 (stereo not given in full)	-4%	-3%	-6%	-2%	0.4%
CN(c1ccccc1C(=O)Nc1ccc2c(c1)OCCO2)S(C)(=O)=O	1%	2%	2%	1%	i
CC(C)C1Cc2c(sc3[nH]c(=S)n(Cc4ccccc4)c(=O)c23)CO1 (stereo not given)	3%	4%	-3%	-14%	i
C=CCNC(=O)CSc1nc2sc3c(c2c(=O)n1CCC)CCC3	3%	-4%	3%	0%	1.4%
CCOC(=O)C1=C(C)NC(=S)N(C(C)=O)C1c1ccccc1 (stereo not given)	-10%	1%	-4%	24%	i
CCCCn1c(N)c(Sc2ccc(Cl)cc2)c(=O)[nH]c1=O	-4%	2%	1%	3%	i
CCCn1cc2c(c1-c1cccc(C)c1)c(=O)n(C)c(=O)n2C	1%	-6%	-6%	5%	4.5%
CCCNS(=O)(=O)c1cccc(C(=O)NNC(=O)c2cc(C)oc2C)c1	10%	-1%	-2%	5%	4.1%
CCOC(=O)Cn1c(O)c(N=NC(=O)OC)c2ccccc21	3%	3%	-8%	7%	4.7%

Bioassay records deposited in PubChem BioAssay by Southern Research Specialized Biocontainment Screening Center.
